SRC2 TRFRET art: TR-FRET signal artefacts, primary screen, artefact control for PPARgamma SRC-2 agonist project, biochemical; AID 1049, 2008; TR-FRET artefact counter-screen; hits give high values; TR-FRET ratio at 8 µM; 200,000 tested, 0.4% active; in the data active means TR-FRET ratio above about 2000; further: inactives centre near 1500
ROMK mod: ROMK potassium channel modulators, primary screen, cell-based, thallium flux, MLSMR library. ATP-sensitive inward rectifier potassium channel 1 (Homo sapiens), P48048. Tet-inducible ROMK, thallium flux fluorescence; actives lie on both sides. B-score at 10 µM. 130,000 tested, 2% active. AID 1918, 2009;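 active means signal ratio slope over the read window, or its plate-corrected B-score, at least 3 SD from the plate mean, either direction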;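 further: B-score of the F/F0 ratio slope over 7 to 12 s after thallium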
Target sequence (P48048 whole entry, looked up): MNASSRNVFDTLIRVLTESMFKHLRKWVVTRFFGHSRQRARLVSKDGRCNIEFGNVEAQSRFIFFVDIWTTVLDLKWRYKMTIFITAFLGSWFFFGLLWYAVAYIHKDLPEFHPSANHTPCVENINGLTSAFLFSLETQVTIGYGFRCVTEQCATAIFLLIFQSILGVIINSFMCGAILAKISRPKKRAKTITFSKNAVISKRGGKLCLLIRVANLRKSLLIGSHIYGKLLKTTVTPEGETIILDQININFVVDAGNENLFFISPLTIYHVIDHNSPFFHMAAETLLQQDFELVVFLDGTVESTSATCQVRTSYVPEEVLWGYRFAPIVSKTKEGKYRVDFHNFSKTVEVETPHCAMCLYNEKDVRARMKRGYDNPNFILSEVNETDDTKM
TNAP act hiacc: TNAP activators at high phosphate acceptor level, primary screen, biochemical, luminescence, uHTS; Alkaline phosphatase, tissue-nonspecific isozyme (Homo sapiens), P05186; purified TNAP, CDP-star luminescence, 1 M DEA, 30 min; hits give high values; 0 = EDTA background, 1 = DMSO-only activity; activation factor at 20 µM; 200,000 tested, under 10 active;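 active means activation factor at least 2 at 20 µM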
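system = human TNAP | amount = enzyme diluted 1/800 final | reagent = 100 µM CDP-star substrate | signal = luminescent substrate turnover signal | dosing = one dose, 20 µM | benchmarks = EDTA negative control, DMSO positive control | measure = activation factor | timing = 30 min reaction, room temperature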
bIAP inhibitor: bovine intestinal alkaline phosphatase inhibitors, primary screen, selectivity assay for TNAP inhibitor project, biochemical, bovine IAP, CDP-star luminescence | 190,000 tested, under 10 active | purified bovine IAP, 30 min | alkaline phosphatase, intestinal [Bos taurus] | inhibition, % at 20 µM | AID 1019, 2008;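 active means over 50% inhibition of intestinal alkaline phosphatase at 20 µM in the single-dose screen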
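System: purified bovine intestinal alkaline phosphatase (IAP) enzyme; Input: IAP diluted 1/65,000,000 in the well; Measured by: CDP-star luminescence signal; Compound dosing: 20 µM single dose; Incubation: 30 min reaction at room temperature.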
STAT1 blocker: STAT1 signaling inhibitors, primary screen, cell-based, HTS, luciferase reporter | NIH 3T3 STAT1-luciferase reporter, IFN-gamma, luminescence | inhibition, % at 5.5 µM | 200,000 tested, 0.35% active | AID 920, 2007;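 active means inhibition above a set limit, the mean inhibition across all tested compounds plus 3 SD, cut at about 34% in these data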;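 further: 0% = IFN-gamma with DMSO and 100% = IFN-gamma with 300 µM nifuroxazide; values of inactives mirror those of a sister screen read the other way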
PPARg SRC-1 ag: PPARgamma agonists recruiting SRC-1 coactivator, primary screen, biochemical; PPARgamma-SRC-1 coactivator recruitment biochemical assay; Peroxisome proliferator-activated receptor gamma (Homo sapiens), P37231; activation, % at 8 µM; 200,000 tested, 0.41% active; in the data active means activation above about 19%;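 further: 0% = DMSO and 100% = reference agonist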
Target sequence (P37231 whole entry, looked up): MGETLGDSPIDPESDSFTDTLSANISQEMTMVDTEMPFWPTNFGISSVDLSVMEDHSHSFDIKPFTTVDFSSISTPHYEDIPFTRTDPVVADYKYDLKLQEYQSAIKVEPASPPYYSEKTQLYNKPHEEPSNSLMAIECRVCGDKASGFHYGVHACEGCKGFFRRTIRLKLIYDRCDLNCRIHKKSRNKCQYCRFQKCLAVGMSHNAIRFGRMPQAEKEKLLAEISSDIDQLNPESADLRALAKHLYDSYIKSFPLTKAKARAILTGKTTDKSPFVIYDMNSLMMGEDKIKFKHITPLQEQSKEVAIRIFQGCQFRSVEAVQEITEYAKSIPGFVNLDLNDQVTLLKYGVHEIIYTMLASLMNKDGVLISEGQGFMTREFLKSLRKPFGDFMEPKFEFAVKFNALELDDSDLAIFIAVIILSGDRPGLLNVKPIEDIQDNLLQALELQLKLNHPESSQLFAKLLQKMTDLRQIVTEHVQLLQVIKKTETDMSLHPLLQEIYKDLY
PPARg SRC3 recr: PPARgamma agonists recruiting SRC-3 coactivator, primary screen, biochemical; Peroxisome proliferator-activated receptor gamma (Homo sapiens), P37231; biochemical PPARgamma/SRC-3 coactivator recruitment assay; AID 731, 2007; 200,000 tested, 0.26% active; activation, % at 8 µM; in the data active means activation above about 23%;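 further: 0% = DMSO and 100% = reference agonist; some compounds past the cut are filed as inactive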
STAT3 blocker: IL-6 driven STAT3 reporter inhibitors, primary screen, U3A cells, luciferase, luminescence, MLSCN library | 190,000 tested, 0.89% active | AID 862, 2007 | inhibition, % at 5.5 µM | IL-6 STAT3-luciferase reporter; host cell line lacks STAT1;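 active means inhibition above the mean inhibition across all screened compounds plus 3 SD, cut at about 44% in these data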;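 further: 0% = DMSO only wells and 100% = 100 µM nifuroxazide control wells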
STAT3 activator: IL-6 driven STAT3 reporter potentiators, primary screen, U3A cells, luciferase, luminescence, MLSCN library. activation (% of control), % at 5.6 µM. 190,000 tested, 0.91% active. IL-6 STAT3-luciferase reporter; 100% = signal with IL-6 EC80 alone. AID 871, 2007;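 active means activation above the screen-wide mean of compound activation plus 3 SD, cut at about 130% in these data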;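 further: 0% = background luminescence of wells with medium and substrate only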
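System – human U3A cells carrying STAT3-luciferase construct · Probe or stimulus – Interleukin-6, 33 ng/mL · Schedule – compound 1 h, then IL-6 6 h at 37 °C · Signal – luminescence from STAT3-driven luciferase reporter · Evaluation – percent of IL-6-only median luminescence · Benchmarks – IL-6-only high control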
bIAP act: bovine intestinal alkaline phosphatase activators, primary screen, biochemical, bovine IAP, CDP-star luminescence. purified bovine IAP, 30 min; hits give high values; fold of DMSO-control signal, blank-subtracted. 200,000 tested, 0.17% active. activation factor at 20 µM. alkaline phosphatase, intestinal [Bos taurus];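 active means activation factor of 2 or more at 20 µM, a signal rise over negative controls twice the positive control's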
PPARg SRC-2 ag: agonists of PPARg-SRC-2 recruitment, primary screen, biochemical, HTS | activation, % at 8 µM | PPARgamma LBD-SRC-2 recruitment | 200,000 tested, 0.34% active | AID 1032, 2008; in the data active means activation above about 22%;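 further: 0% = vehicle and 100% = reference agonist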
Active calls of the source: *; . = no result given.

SMILES	SRC2 TRFRET art	ROMK mod	TNAP act hiacc	bIAP inhibitor	STAT1 blocker	PPARg SRC-1 ag	PPARg SRC3 recr	STAT3 blocker	STAT3 activator	bIAP act	PPARg SRC-2 ag
Cc1cccc(-c2ncc(CN3CCCC(CO)(Cc4ccccc4C)C3)cn2)c1 (centres undefined)	1532	0.62	1.1	-40	-15	-8	-2	-7	110	1.4	-2
COC(=O)c1sc(NC(=O)CSc2nnnn2-c2cccc(OC)c2)nc1C	1596	.	1	-2	2	0	-6	4	98	1	0
Cc1nc(CCNC(=O)CC2C(=O)NCCN2Cc2ccoc2)nc2c1CCCC2 (centres undefined)	1603	0.34	1	-5	3	12	2	6	98	1	10
O=c1ccc(Oc2nc(N3CCOCC3)nc(N3CCOCC3)n2)n[nH]1	1671	.	1	2	1	6	8	10	95	1	8
CCOc1ccc2[nH]c(S(=O)(=O)CC)nc2c1Cl	1516	.	1	11	-2	-5	7	1	102	0.9	2
CC(=O)c1c(N)[nH]c(-c2ccccc2)nc1=S	1355	4.4*	1	4	1	-2	24	8	93	1	3
CCOC(=O)C1(C/C(C)=N/NC(N)=O)CC(C)OC1=O (centres undefined)	1461	-0.28	1	0	12	8	1	7	96	1	-6
Cn1cnnc1SCC(=O)NCCC(c1ccccc1)c1ccccc1	1571	.	1	-14	-1	2	-7	5	98	1.1	-2
O=C1CC(N2CCN(C3CC(=O)N(CCc4ccccc4)C3=O)CC2)C(=O)N1CCc1ccccc1 (centres undefined)	1561	0.022	1	-9	3	5	-14	11	93	1.1	0
COc1ccc(C(=O)N/C(=C\c2cn(C)c3ccccc23)C(=O)OCC(C)C)cc1	1431	.	1	8	3	-4	1	-8	105	0.9	-1
CCCS(=O)(=O)N1CCCC(C(=O)N2CCOCC2)C1 (centres undefined)	1376	.	1	-1	-3	2	-8	8	99	1	-2
COC(=O)CCC(=O)Nc1ccc(N=Nc2ccccc2)cc1	1637	0.21	1	-4	-37	-9	6	17	95	1	9
Clc1ncnc2c1oc1ccccc12	1389	.	1	19	-47	0	-2	-39	134*	0.8	-4
CCCNC(=O)CSc1nnc(-c2ccco2)n1C	1500	.	1	14	2	9	6	3	102	0.9	4
COCc1cc([C@@H]2C[C@H]3CN(c4ccccc4)C(=O)[C@]34CCCN24)ccc1OC	1559	0.59	1.1	4	3	6	4	5	99	1	-1

Entries from the list above that contain an aryl thioether with sulfur outside any ring:
SMILES	SRC2 TRFRET art	ROMK mod	TNAP act hiacc	bIAP inhibitor	STAT1 blocker	PPARg SRC-1 ag	PPARg SRC3 recr	STAT3 blocker	STAT3 activator	bIAP act	PPARg SRC-2 ag
COC(=O)c1sc(NC(=O)CSc2nnnn2-c2cccc(OC)c2)nc1C	1596	.	1	-2	2	0	-6	4	98	1	0
Cn1cnnc1SCC(=O)NCCC(c1ccccc1)c1ccccc1	1571	.	1	-14	-1	2	-7	5	98	1.1	-2
CCCNC(=O)CSc1nnc(-c2ccco2)n1C	1500	.	1	14	2	9	6	3	102	0.9	4

Following part
SMILES	SRC2 TRFRET art	ROMK mod	TNAP act hiacc	bIAP inhibitor	STAT1 blocker	PPARg SRC-1 ag	PPARg SRC3 recr	STAT3 blocker	STAT3 activator	bIAP act	PPARg SRC-2 ag
CCOCCCNC(=O)C1CCN(c2cc(C)nc3c(-c4ccc(OC)c(OC)c4)c(C)nn23)CC1	1252	-0.043	1	-6	5	5	11	5	98	1.1	-6
CCOC(=O)Nc1ccc2c(CN3CCN(S(=O)(=O)c4ccccc4)CC3)cc(=O)oc2c1	1578	.	1	12	2	13	1	6	100	0.9	4
Cn1c(SCC(=O)c2ccc(F)cc2)nnc1-c1ccccc1N	1568	.	1.1	12	-10	2	0	5	101	0.9	-5
CCOC(=O)c1sc(NC(=O)CSc2nnnn2-c2ccc(C)c(C)c2)nc1C	4861*	0.36	1	13	1	-2	-6	-3	105	0.9	156*
Cc1cccc(OCc2nnc(SCC(=O)N(C(C)C)C(C)C)n2Cc2ccco2)c1C	1381	.	1	-5	-6	-4	-11	-2	104	1.1	-5
Cc1cc(C=O)c(C)n1-c1ccc2c(c1)OCO2	1675	0.33	1.1	7	-10	3	-2	0	105	0.9	-4
CCc1nnc2n1N=C(c1ccc(-c3ccc(Cl)cc3Cl)o1)CS2	1407	.	.	.	-2	-3	-1	4	100	.	-8
CCCOc1cc(C)nc(-c2ccccc2O)n1	1628	.	1	2	6	0	18	-9	108	1	1
COc1ccc(S(=O)(=O)Nc2cccc(S(=O)(=O)N3CCCCCC3)c2)cc1	1473	.	1	6	-8	4	-8	-12	105	0.9	-1
O=C(NNc1ccc([N+](=O)[O-])cc1)C1CC1c1ccccc1 (centres undefined)	1623	-0.51	1	-28	-5	4	1	-6	104	1.3	4
Cc1nc2cc(NC(=O)CCS(=O)(=O)c3ccccc3)ccc2s1	1587	0.39	1	2	-55	-1	2	-12	109	1	5
CCc1ccc(N2CC(C(=O)NC3=NCCS3)CC2=O)cc1 (centres undefined)	1398	0.079	1.1	-1	-2	0	7	13	95	1	1
CC(=O)Nc1nc2cccc([N+](=O)[O-])c2s1	1599	-2	1	-20	-24	-4	3	17	89	1.2	-2
CCCC(=O)N1c2ccccc2C(=C2SC(C(=O)OC)=C(C(=O)OC)S2)C(=S)C1(C)C	1798	.	0.8	5	-2	-2	15	-3	103	0.9	17
O=C(O)c1cc(-c2cccnc2)nn1-c1ccccn1	1658	.	1.1	6	2	7	0	5	101	0.9	7
CN(CCCNC(=O)CSc1cc(=O)n(C)c2ccc(Cl)cc12)Cc1ccccc1	2374*	.	1	3	-8	51*	46*	5	99	1	58*
COC(=O)c1ccc2c(c1)N(Cc1ccccc1F)C(=O)c1ccccc1S2=O (centres undefined)	1546	.	1	11	3	-1	2	-14	111	0.9	-3
Cc1cc(Oc2ccccc2)nc(SCC(N)=O)n1	1403	.	1	10	-6	-8	6	5	99	0.9	7
Cc1cc(NC(=O)Nc2cccc([N+](=O)[O-])c2)no1	1628	-0.67	1	-18	-7	1	4	16	92	1.2	7
CCOC(=O)N1CC=C2C(C#N)=C(N)C(C#N)(C#N)[C@H](c3ccc(OCC)c(OCC)c3)[C@H]2C1	1461	1.8	1	7	10	0	-1	7	102	0.9	-9
COc1cccc(OCCNC(=O)c2cc([N+](=O)[O-])cc([N+](=O)[O-])c2)c1	1506	0.68	1	9	-1	-8	-3	4	103	0.9	-5
CC(C)(C)OC(=O)[C@H](Cc1ccccc1)NC(=O)c1nc[nH]c1C(=O)NC1CCN(C(=O)OC(C)(C)C)CC1	1485	.	1	-16	-5	8	5	.	.	1.2	2
CC(=O)c1cccc(S(=O)(=O)N(Cc2cc3cc4c(cc3[nH]c2=O)OCCO4)CC2CCCO2)c1 (centres undefined)	1584	0.57	1	-2	-5	5	-10	-3	106	1	-1
CN(c1cccc(NS(=O)(=O)c2cccc([N+](=O)[O-])c2)c1)S(C)(=O)=O	1655	0.38	1	-6	9	2	3	13	98	1.1	6
COc1cc(/C=N/Nc2ccccc2[N+](=O)[O-])ccc1OC(=O)c1ccccc1F	1572	-0.11	1	15	-8	4	4	-10	111	0.8	7
CCS(=O)(=O)N1CCC(C(=O)NCc2cccnc2)CC1	1429	0.0079	1.1	1	-6	2	6	2	104	1	1
CC1(C)CC(=O)c2c(Cc3ccccc3)noc2C1	1428	-0.001	1.1	3	-2	-1	-4	8	99	1	7
CCC(C)NC(=O)c1cc(-c2ccccc2O)on1 (centres undefined)	1588	.	1	2	-2	0	5	8	98	1	6
Cc1nc(Cl)sc1C(=O)O	1670	.	1	-4	8	7	12	9	95	1	7
CCn1c(SCc2cccc(C(F)(F)F)c2)nnc1-c1ccco1	1555	.	1	7	0	7	0	-1	105	0.9	7

As entered above:
For STAT3 activator, CCC(C)NC(=O)c1cc(-c2ccccc2O)on1 (centres undefined) has the entry 98
For TNAP act hiacc, CC1(C)CC(=O)c2c(Cc3ccccc3)noc2C1 has the entry 1.1

Other results follow:
SMILES	SRC2 TRFRET art	ROMK mod	TNAP act hiacc	bIAP inhibitor	STAT1 blocker	PPARg SRC-1 ag	PPARg SRC3 recr	STAT3 blocker	STAT3 activator	bIAP act	PPARg SRC-2 ag
O=C(c1cc(COc2c(F)cccc2F)on1)N1CCC(c2ccccc2F)C1 (centres undefined)	1832	0.13	1	7	-36	3	3	-9	112	0.9	0
O=C(COC(=O)C1(c2ccc(Cl)cc2)CCCC1)Nc1ncc(C(F)(F)F)cc1Cl	1376	.	1	18	1	4	2	2	103	0.8	-1
Cc1ccc(-n2nc(C)c(/C=N/NC(=O)c3cccnc3)c2Cl)cc1	1441	0.89	1	15	-10	-6	3	2	98	0.8	2
O=C(Nc1nccs1)c1cc(S(=O)(=O)N2CCCCC2)ccc1Cl	1461	.	1	5	2	-2	-6	7	100	1	-1
COc1ccccc1C(=O)COC(=O)c1ccc(N(C)C)cc1	1490	-0.12	1	0	-80	3	3	-7	108	1	6
Cc1noc(C)c1CSc1ncnc2sc3c(c12)CCCCC3	1396	0.7	1	-4	-8	3	-2	0	99	1	-8
CC(C)(C)N1NC(=O)Nc2ccccc2C1=O	1505	0.007	1.1	16	8	-2	-5	-3	103	0.8	2
CCn1c(=S)[nH]c2nc3c(cc2c1=O)CCCC3	1613	.	1	0	-4	-2	9	26	80	1	2
CCCS(=O)(=O)N1CCCC(C(=O)NCc2ccco2)C1 (centres undefined)	1522	.	1	-1	-2	-1	2	4	102	1	-4
C1CCN(C2CCN(c3nc4nonc4nc3N3CCSCC3)CC2)C1	1742	0.91	1.1	-12	-2	8	-2	-17	115	1.1	-5
CC(C)CCN1CC(C(=O)NC(C)C)CC1=O (centres undefined)	1570	1.8	1.1	10	-12	-9	1	-6	108	0.9	0
COc1cc2c(cc1NCc1ccc3c(c1)OCO3)oc1ccccc12	1319	.	1	-2	-6	-6	2	3	101	1	-9
CCOC(=O)CSc1nnc(CSc2nc3sc4c(c3c(=O)[nH]2)CCC4)n1C	1613	-0.11	1	12	15	-9	0	5	102	0.9	8
O=C(CNC(=S)N(Cc1ccccc1)Cc1cccnc1)NC1CCCCC1	1673	1.4	1	12	10	0	4	-2	102	0.9	16
Cc1nn2c(-c3ccccc3)nnc2c2ccccc12	1664	-1	1.1	6	-8	1	2	-79	170*	0.9	9

Bioassay records deposited in PubChem BioAssay by several laboratories.
